# A549 tox – kills or reduces viability of A549 cells in Nrf2 counter-screen. 390,000 compounds, 0.16% hits. Potency, µM (top dose mostly 46 µM), for the others: top-dose activity change, negative = cytotoxicity, most hits filed as inhibitors. A549 ARE-Fluc cells, CellTiter-Fluor viability, 18-24 h. AID 504648; note: potency is the fitted concentration of half-maximal effect; % is set by controls: 0 for no effect and ±100 for the full control effect
#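 Cytotoxicity counterscreen: CellTiter-Fluor fluorescence was measured in A549 ARE_Fluc cells after 18-24 h of compound exposure in a concentration series. The subsequent BugLite luminescent read reports ARE-luciferase activity.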
# ATXN2 expr inh – ATXN2 expression inhibition | Potency, µM (highest dose often 57 µM), for inactives: at the top dose activity change, negative = inhibition, hits mostly inhibitors | 360,000 compounds, 0.72% hits | HEK-293 ATXN2-luciferase reporter, luminescence, 24 h; note: potency is the fitted concentration of half-maximal effect; % is set by controls: 0 for no effect and ±100 for the full control effect; nearly all actives have a fitted effect of over 55% in size
#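 ATXN2-luciferase reporter cells (luciferase flanked by upstream and downstream ATXN2 gene portions) were treated 24 h at 37 °C with compounds at up to 57 uM. SteadyGlo luminescence gave expression; GF-AFC fluorescence gave viability.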
# IL1B secr inh – inhibitors of inflammasome signaling (IL-1 beta secretion); activity change, % at 57.5 µM; THP-1 LPS/ATP IL-1B secretion, AlphaLISA, 16 h; hits give low values; 360,000 compounds, 4.7% hits; in the data active = activity change below about -50%; inconclusive = mostly about -30% to -49%; note: % is set by controls: 0 for no effect and ±100 for the full control effect
#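 THP-1 cells pretreated 1 hr with compounds (up to 57.5 uM final), then stimulated with LPS (250 ng/mL final) plus ATP (1.25 mM final); secreted IL-1B measured by AlphaLISA after 16 hr, decreased signal indicating inhibition.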
# TGFb SMAD3 inh – inhibitors of TGF-b signaling; HepG2 CAGA-GFP TGF-b/SMAD3 reporter, GFP fluorescence, 18 h; TGF-beta stimulated, 500 pg/mL final; Potency, µM (titrated, usually from 46.1 µM), without a hit: at the top dose activity, negative = inhibition, usual class: inhibitors; 410,000 compounds, 1.2% hits; note: potency is the fitted concentration of half-maximal effect; % is set by controls: 0 for no effect and ±100 for the full control effect; nearly all actives have a fitted effect of over 65% in size
#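 Smad-responsive CAGA-GFP expression was quantified in HEPG2 cells exposed to compounds and 500 pg/mL final TGF-beta for 18 h at 37 degrees C; unstimulated wells defined full inhibition.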
# Nrf2 activator – Nrf2 pathway activation | AREc32 ARE-luciferase reporter (MCF7-derived line), luminescence, 24 h | 410,000 compounds, 0.31% hits | Potency, µM (top dose mostly 46.1 µM), for the others: at the top dose activation, most hits filed as activators; note: potency is the fitted concentration of half-maximal effect; % of control where 0% means no effect; nearly all actives have a fitted effect of over 65% in size
#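 Luciferase luminescence (Steady-Glo, 30 min at room temperature) served as the read-out of ARE activation in AREc32 cells treated with compounds for 24 hr at 37 deg C.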
# Nrf2 inh – Nrf2 pathway inhibition. 360,000 compounds, 2.1% hits. A549 ARE-Fluc reporter, luciferase luminescence, 18-24 h. AID 504444. Potency, µM (highest dose often 46 µM), without a hit: top-dose activity change, negative = inhibition, usual class: inhibitors; note: potency is the fitted concentration of half-maximal effect; % is set by controls: 0 for no effect and ±100 for the full control effect; nearly all actives have a fitted effect of over 60% in size
#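 Nrf2 activity is the BugLite luminescence, read 15 min after reagent at room temperature, following CellTiter-Fluor cytotoxicity readout (30 min, 37C). Compound titrations were applied for 18-24 h to 5000 A549 ARE_Fluc cells/well in 5% FBS OPTI-MEM.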
# MCF10A rereplic – DNA re-replication induction in MCF 10a cells; MCF 10A DNA re-replication, Hoechst nuclear intensity, 48 h; Potency, µM (doses to about 46.1 µM), for the others: top-dose activity, positive = re-replication, usual class: activators; 350,000 compounds, 2.9% hits; AID 624296; note: potency is the fitted concentration of half-maximal effect; % of control where 0% means no effect; nearly all actives have a fitted effect of over 50% in size
# HepG2 viability – counter-screen for TGF-b inhibitors: cytotoxicity in HepG2 cells; HepG2 CAGA-GFP viability, ATP luminescence, 18 h; Potency, µM (doses to about 46.1 µM), for inactives: top-dose activity change, negative = cytotoxicity, hits mostly cytotoxic; 410,000 compounds, 0.76% hits; AID 588856; note: potency is the fitted concentration of half-maximal effect; some results filed as inactive show a strong effect at the top dose
#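 HepG2 CAGA-GFP cells (1000/well, DMEM with 1% FBS) received compound, then TGF-beta at 500 pg/mL final, and were incubated 18 hours at 37 degrees C. Viability was read by CellTiter-Glo luminescence. Media-only wells were set as complete cell-killing and DMSO as no toxicity.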
# ATXN viability – cell viability loss in ATXN counter-screen. S2 cells (HEK-293 line with an ATXN2-luciferase reporter) viability, CellTiter-Fluor protease fluorescence, 24 h. Potency, µM (series often up to 56.7 µM), usual class: cytotoxic. 400,000 compounds, 0.49% hits; note: potency is the fitted concentration of half-maximal effect; nearly all actives have a fitted effect of over 40% in size
# Numbers without * were called inactive; i = inactive; ? = inconclusive; . = no result given; [ ] = another dose, or the depositor's remark. Unless noted, calls come from the whole dose curve; as a rule, active = well fitted curve in the direction sought with a large enough effect; inconclusive = small, poorly fitted or top-dose-only effect, or another doubt; inactive = no such curve, though single readings can be large; an effect the other way counts as inactive or inconclusive.
1. Cc1cccc(C)c1NC(=O)NN1C(C)CCCC1C (stereo unspecified)
2. CC(C)c1noc(-c2ccccc2OCC(=O)Nc2ccccc2[N+](=O)[O-])n1
3. CC(C)NC(=O)c1ccc2c(c1)N(CC(=O)N1CCCC1)C(=O)C(C)(C)O2
4. Cc1cc(C)nc(NC2=NCCN2C(=S)Nc2ccc(C)c(C)c2)n1
5. Cc1ccccc1S(=O)(=O)N1C[C@H]2CON(C)[C@H]2C[C@H]1c1cccc(Br)c1
6. Oc1c(Cl)cc(Oc2cc(Cl)c(O)c(CN3CCOCC3)c2)cc1CN1CCOCC1
7. Cc1[nH]c2ccc(C(=O)OC(C)C(=O)NC3CCCCC3C)cc2c1C (stereo unspecified)
8. O=C(O)C/C(=C\c1cc2c(cc1Br)OCO2)c1nc2ccccc2s1
9. CCc1noc(-c2ccc(N(C)Cc3ccc(OC)cc3)c([N+](=O)[O-])c2)n1
10. Cc1cccc(Oc2ncc(-c3ccc(Cl)cc3)cn2)c1C

entry no.	1	2	3	4	5	6	7	8	9	10
A549 tox	5%	-8%	2%	0%	0%	-1%	0%	-20%	-1%	-4%
ATXN2 expr inh	0%	?	-5%	-38%	2%	-20%	-16%	-11%	-13%	-29%
IL1B secr inh	13	.	44	.	2	-15	21	12	.	-25
TGFb SMAD3 inh	?	-5%	6%	7%	-18%	-1%	?	-17%	?	-1%
Nrf2 activator	-0.4%	3.2%	0.0%	2.2%	-0.1%	0.7%	3.7%	0.1%	4.3%	0.1%
Nrf2 inh	-4%	?	2%	-5%	1%	16%	?	-13%	6%	.
MCF10A rereplic	3%	.	2%	4%	-3%	?	-3%	14%	.	14%
HepG2 viability	-61%	5%	1%	1%	-18%	-1%	-57%	-2%	-28%	-20%
ATXN viability	i	.	i	i	i	i	?	i	i	i

# Sorted by SMILES length (descending): 3 of the compounds above.
3. CC(C)NC(=O)c1ccc2c(c1)N(CC(=O)N1CCCC1)C(=O)C(C)(C)O2
6. Oc1c(Cl)cc(Oc2cc(Cl)c(O)c(CN3CCOCC3)c2)cc1CN1CCOCC1
8. O=C(O)C/C(=C\c1cc2c(cc1Br)OCO2)c1nc2ccccc2s1

entry no.	3	6	8
A549 tox	2%	-1%	-20%
ATXN2 expr inh	-5%	-20%	-11%
IL1B secr inh	44	-15	12
TGFb SMAD3 inh	6%	-1%	-17%
Nrf2 activator	0.0%	0.7%	0.1%
Nrf2 inh	2%	16%	-13%
MCF10A rereplic	2%	?	14%
HepG2 viability	1%	-1%	-2%
ATXN viability	i	i	i

# (further entries)
11. COC(=O)CNc1cc(S(=O)(=O)N2CCCCC2)ccc1Oc1cccc(C)c1
12. O=C(CCS(=O)(=O)c1ccccc1)N(Cc1cccnc1)c1nc2c(Cl)cccc2s1
13. Cc1ccc(-c2nnc(SCc3ccccc3)o2)cc1
14. CC(C)(C)C(=O)Nc1ccc(N2CCN(c3ccc(C(F)(F)F)cn3)CC2)nc1
15. CO/N=C/C1C(=O)NN=C1c1ccccc1 (stereo unspecified)
16. COc1ccc(/C=N\NC(=O)/C(=C\Nc2nccc(C)n2)NC(=O)c2ccccc2)cc1
17. Cc1ccc(O)c(C(CC(=O)NC(C)C)c2ccccc2)c1 (stereo unspecified)
18. O=C(Nc1ccc2c(c1)CCCN2C(=O)c1cccs1)c1c(F)cccc1Cl
19. CC(C)Nc1nc2nonc2nc1Nc1ccccc1
20. CCc1nc2sc3c(=O)[nH]cnc3c2c2c1CSC(C)(C)C2

entry no.	11	12	13	14	15	16	17	18	19	20
A549 tox	2%	-3%	12%	-11%	-1%	-15%	5%	-16%	-6%	-11%
ATXN2 expr inh	-18%	.	.	-11%	-5%	-7%	-31%	.	-36%	.
IL1B secr inh	18	.	.	42	0	-17	0	?	.	5
TGFb SMAD3 inh	-14%	4µM*	7%	0%	-3%	4%	?	3%	?	0%
Nrf2 activator	-0.7%	1.6%	4.0%	0.3%	0.0%	-0.8%	-0.1%	4.4%	3.1%	0.2%
Nrf2 inh	-27%	7%	.	?	4%	-18%	-18%	26µM*	?	?
MCF10A rereplic	3%	.	.	.	-1%	0%	6%	?	?	18%
HepG2 viability	2%	0%	-19%	13%	3%	12%	-41%	-22%	-4%	-7%
ATXN viability	i	.	.	i	i	i	i	?	i	i

21. COc1nc(-c2ccc(C)cc2)ccc1-c1noc(-c2ccccc2Br)n1
22. COc1ccc(S(=O)(=O)Nc2cccc3c2O[C@H](CN(C)C(=O)Nc2ccc(C(F)(F)F)cc2)[C@@H](C)CN([C@H](C)CO)C3=O)cc1
23. Cc1ccc(/C=N/N2C(=O)C3C(C2=O)C2C=CC3C23CC3)o1 (stereo unspecified)
24. COc1ccc(-c2ocnc2C(=O)Nc2ccccc2N2CCCCC2)cc1
25. COc1ccc(Cl)cc1NC(=S)N1CCN(c2ncccn2)CC1
26. COc1ccc(/C=N\NC(=O)COc2ccc(C(C)(C)C)cc2)cc1Cn1nc(C)cc1C
27. Cc1onc(-c2ccccc2Cl)c1C(=O)N1CCN=C1SCc1cccnc1
28. O=C(c1ccc(CS(=O)(=O)c2ccccc2)o1)N1CCOCC1
29. CN(C)CCN(C(=O)C1=COCCO1)c1nc2ccc(F)cc2s1
30. COC(=O)c1[nH]c(=O)c2ccccc2c1O

entry no.	21	22	23	24	25	26	27	28	29	30
A549 tox	-2%	-11%	2%	13%	-2%	15µM*	-3%	-1%	1%	-1%
ATXN2 expr inh	.	-12%	24%	-7%	2%	-38%	3%	6%	25%	6%
IL1B secr inh	.	-19	1	5	-1	13	15	8	8	-1
TGFb SMAD3 inh	9%	?	-3%	1%	9%	5.6µM*	-7%	7%	1%	-16%
Nrf2 activator	4.7%	3.9%	0.7%	1.4%	-0.5%	14%	-0.4%	-1.4%	5.2%	0.2%
Nrf2 inh	8%	-10%	13%	-21%	-9%	.	?	12%	?	-16%
MCF10A rereplic	.	-37%[inhibitor]	-8%	?	3%	?	19%	-1%	-1%	3%
HepG2 viability	-1%	2%	3%	-3%	4%	-63%	8%	5%	-19%	-1%
ATXN viability	.	?	i	i	i	i	i	i	i	i

31. COc1ccc(-c2noc(CSc3nc(N)cc(=O)[nH]3)n2)cc1OC
32. CCOc1ccc(S(=O)(=O)Nc2cc(S(=O)(=O)N(CC)CC)ccc2N2CCCC2)cc1
33. Cc1ccc(CNC(=O)CN(C)C2=NS(=O)(=O)c3ccccc32)cc1
34. COc1cc(/C=C2/SC(=S)N(Cc3ccccc3)C2=O)cc(Cl)c1O
35. CCOc1ccc(NC(=O)Cc2nnc(SCC(=O)N3CCOCC3)n2C)cc1
36. COc1ccc(C(=O)NCCNC(=O)c2ccccn2)cc1
37. O=C(CCc1nc(-c2ccccc2)no1)Nc1cc(C(F)(F)F)ccc1Cl
38. COc1cc(NS(=O)(=O)N2CCCC2)cc(OC)c1OC
39. CCOC(=O)c1sc(NC(=O)c2nc3ncccn3n2)c(C(=O)OC)c1C
40. CN(CCOc1ccccc1)C(=O)c1ccc(Cl)c(S(=O)(=O)N2CCCCC2)c1

entry no.	31	32	33	34	35	36	37	38	39	40
A549 tox	7%	1%	1%	?	5%	-1%	-11%	2%	-3%	-3%
ATXN2 expr inh	.	-4%	-20%	.	4%	7%	-13%	0%	-3%	.
IL1B secr inh	.	-25	41	15	1	5	12	?	.	-8
TGFb SMAD3 inh	0%	?	-21%	19%	45%	-9%	-5%	?	-22%	?
Nrf2 activator	6.8%	2.1%	1.0%	0.2%	0.5%	-0.4%	-2.0%	-0.4%	-0.9%	-0.4%
Nrf2 inh	.	-7%	?	?	-6%	-10%	-30%	?	2%	?
MCF10A rereplic	.	-55%[inhibitor]	22%	24%	8%	-11%	-2%	-6%	.	29%
HepG2 viability	-10%	-22%	5%	10%	1%	8%	-2%	-15%	-12%	-36%
ATXN viability	.	i	i	i	i	?	i	i	i	i

41. CCCc1c(-c2ccccc2F)ncn1Cc1ccccc1OC
42. Cc1cc(C)c2c(N)c(C(=O)Nc3c(C)n(C)n(-c4ccccc4)c3=O)sc2n1
43. O=C(N/N=C/c1ccccc1)c1cc(-c2ccc3c(c2)OCO3)n[nH]1
44. CCCN1C(=O)C(Cc2nc3ccccc3c(=O)n2-c2ccc(OC)cc2)c2cc(C)ccc21 (stereo unspecified)
45. CCC(C)(C)NC(=O)CN(C(=O)CCC(=O)Nc1ccccn1)c1ccc2c(c1)OCO2
46. Cc1c(OC(C)C(=O)NCc2ccncc2)ccc2c3c(c(=O)oc12)CCC3 (stereo unspecified)
47. OC(CN1CCOCC1)Cn1cnc2ccccc21 (stereo unspecified)
48. CCOc1cc(N2CCOCC2)c(OCC)cc1NC(=O)c1ccc(OC)c(S(=O)(=O)N2CCOCC2)c1
49. COc1cccc(NC(=O)Nc2ccc3c(c2)N(C)C(=O)c2ccccc2S3)c1
50. CNC(=O)c1c(NC(=O)CS(=O)(=O)c2ccc(Cl)cc2)sc(C)c1C
51. Cc1ccc(/C=C(\NC(=O)c2ccc(C)cc2)C(=O)NCCCn2ccnc2)cc1

entry no.	41	42	43	44	45	46	47	48	49	50	51
A549 tox	.	-3%	0%	-18%	1%	-6%	-2%	1%	-4%	0%	0%
ATXN2 expr inh	?	3%	11%	0%	-14%	-2%	-3%	2%	.	-7%	-23%
IL1B secr inh	-24	-26	-15	.	-12	-1	9	20	.	-6	-10
TGFb SMAD3 inh	.	-15%	-11%	1%	17%	5%	20%	-5%	?	?	3%
Nrf2 activator	-0.6%	0.7%	3.0%	0.1%	0.0%	-0.3%	0.8%	-0.8%	-1.5%	0.1%	0.2%
Nrf2 inh	.	-1%	2%	?	4%	-20%	17%	2%	?	?	-6%
MCF10A rereplic	.	4%	20%	.	-3%	0%	1%	1%	.	0%	21%
HepG2 viability	.	1%	-32%	-1%	-5%	2%	16%	3%	-52%	-17%	-3%
ATXN viability	?	i	i	i	i	i	i	i	.	i	i

# Screens (PubChem)
